Assay outcomes: PubChem BioAssay, The Scripps Research Institute Molecular Screening Center
procasp7 counter: counter-screen: procaspase-7 (human) activation | P55210 | recombinant procaspase-7, Ac-DEVD-pNA absorbance 405 nm; D23A/D198A/D206A triple mutant, cannot self-cleave; scale: DMSO 0, 5 µM enzyme 100 | activation, % at 8.5 µM | 0.093% of 330,000 active | AID 463210;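 active = percent activation above the screen-wide mean plus 3 SD, cut at about 25% in these data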
Target sequence (P55210 whole entry D23A/D198A/D206A): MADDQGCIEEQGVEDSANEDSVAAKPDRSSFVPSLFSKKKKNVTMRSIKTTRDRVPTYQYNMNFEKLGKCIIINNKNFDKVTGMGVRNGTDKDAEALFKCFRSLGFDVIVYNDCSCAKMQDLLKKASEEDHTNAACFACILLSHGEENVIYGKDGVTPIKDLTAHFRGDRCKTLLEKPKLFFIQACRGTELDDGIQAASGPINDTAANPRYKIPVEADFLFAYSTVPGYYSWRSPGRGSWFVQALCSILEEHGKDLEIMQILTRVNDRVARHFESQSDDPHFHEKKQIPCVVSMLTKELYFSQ
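Assay system: Uncleavable procaspase-7 mutant enzyme | Input: 2 µM procaspase-7 mutant as dispensed | Timing: 1 h compound preincubation, 2 h substrate cleavage, 25 °C | Repeats: One well per compound | Control set: DMSO wells as 0%, DMSO with 5 µM added PC-7 as 100% | Technique: Epi-absorbance of released pNA at 405 nm, two timepoints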
PP5 primary: PP5 (human) phosphatase inhibition. inhibition, % at 6.7 µM. purified PP5c, OMFP substrate fluorescence. 0.18% of 320,000 active. AID 1987;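 active = inhibition above the campaign's mean inhibition across all tested compounds plus 3 SD, cut at about 9.5% in these data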;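 also: 0% = DMSO only and 100% = 100 µM cantharidin control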
Target sequence (P53041 whole entry, looked up): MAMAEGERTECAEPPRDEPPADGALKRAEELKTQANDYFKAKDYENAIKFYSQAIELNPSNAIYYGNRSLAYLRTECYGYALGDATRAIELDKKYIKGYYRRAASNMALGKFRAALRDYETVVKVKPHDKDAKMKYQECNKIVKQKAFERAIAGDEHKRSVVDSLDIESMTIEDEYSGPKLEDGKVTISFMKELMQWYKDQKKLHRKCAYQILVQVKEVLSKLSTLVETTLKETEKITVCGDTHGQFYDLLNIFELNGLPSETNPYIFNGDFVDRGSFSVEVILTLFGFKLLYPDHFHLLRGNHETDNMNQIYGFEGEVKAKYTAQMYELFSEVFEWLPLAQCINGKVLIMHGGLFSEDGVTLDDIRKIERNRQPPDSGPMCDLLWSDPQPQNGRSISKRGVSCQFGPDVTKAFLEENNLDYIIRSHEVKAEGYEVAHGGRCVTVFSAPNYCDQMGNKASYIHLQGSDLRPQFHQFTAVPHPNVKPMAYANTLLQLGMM
PP1 inh: blocks human PP1-alpha phosphatase, a PP5 counter-screen; P62136; purified PP1alpha, OMFP fluorescence; inhibition, % at 6.7 µM; 0.9% of 320,000 active;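 active = inhibition above the mean inhibition of all tested compounds plus 3 SD, computed separately for each screening campaign, cut at about 15% in these data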
CTSL1 counter: counter-screen for PFM18AAP inhibitors: inhibitors of F. hepatica cathepsin L1; recombinant F. hepatica cathepsin L1, Z-Leu-Arg-MCA fluorescence; inhibition, % at 5.96 µM; 0.49% of 300,000 active;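 active = inhibition above the mean of all tested compounds plus 3 SD, set per screening campaign, cut at about 17% in these data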;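 also: 0% = plate median of test compound wells and 100% = 1 µM Z-Phe-Ala-diazomethylketone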
proCasp3 act: activators of human procaspase-3; recombinant procaspase-3 D3A, Ac-DEVD-pNA absorbance 405 nm; 0.11% of 330,000 active; P42574; AID 463141; activation, % at 8.5 µM;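 active = activation above the mean of all tested compounds plus 3 SD, cut at about 21% in these data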;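 also: 0% = DMSO alone and 100% = DMSO wells spiked with extra 5 µM PC-3 D3A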
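Assay system – Procaspase-3 D3A mutant · Benchmarks – DMSO low control, extra-enzyme high control · Technique – 405 nm absorbance of p-nitroaniline, reads at 0 and 120 min · Doses – 8.5 µM nominal · Measure – % activation between DMSO and enzyme-spiked controls · Also added – Ac-DEVD-pNA chromogenic peptide substrate · Schedule – 1 h compound preincubation, 2 h substrate hydrolysis at 25 °C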
PAFAH2 FP inh: PAFAH2 (human) inhibition; Q99487; recombinant PAFAH2, FP-rhodamine activity probe, fluorescence polarization; inhibition, % at 3.39 µM; 0.99% of 340,000 active; AID 492956;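 active = inhibition above the mean over all tested compounds plus 3 SD, cut at about 30% in these data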;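 also: inhibitors block probe labeling of enzyme so polarization drops; 0% = enzyme with DMSO and 100% = wells lacking PAFAH2 protein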
core dimer inh: HCV core protein dimerization inhibition | 0.33% of 300,000 active | AID 1899 | TR-FRET GST/Flag-core106 dimerization, 1536-well | inhibition, % at 5 µM;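 active = inhibition above the mean of all tested compounds plus 3 SD, set per screening campaign, cut at about 45% in these data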
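System: GST-tagged and Flag-tagged HCV core protein residues 1-106 / Input: core106 proteins, GST 13.5 nM and Flag 17 nM / Buffer or medium: KF-containing HEPES buffer, pH 7.45, DTT, CHAPS, BSA / Probe or stimulus: Eu-anti-GST and XL665-anti-Flag labelled anti-tag antibodies / Schedule: 4 h, 22.5 °C incubation / Technique: TR-FRET 671 and 617 nm emission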
AHR act: activators of human aryl hydrocarbon receptor | AHR-responsive luciferase reporter cells, luminescence | activation, % at 5 µM | 2.5% of 320,000 active; in the data active = activation above about 47%;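 also: 0% = vehicle wells and 100% = reference agonist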
TPT1 inh: C. albicans TPT1 enzyme inhibition; recombinant caTPT1, FP RNA substrate dephosphorylation; inhibition, % at 5 µM; 0.81% of 300,000 active;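 active = inhibition above the mean of all tested compounds plus 3 SD, set per screening campaign, cut at about 24% in these data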;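 also: plate controls were DMSO alone for no effect and ferristatin control at 100 nM for full effect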
* hit, by the source's call; x = no result given.

SMILES	PP5 primary	CTSL1 counter	PAFAH2 FP inh	AHR act	core dimer inh	TPT1 inh	procasp7 counter	PP1 inh	proCasp3 act
CC(C)(C)CC(=O)N1CCC(c2nc3c(nnn3Cc3c(F)cccc3Cl)c(=O)[nH]2)CC1	1.1	0.3	2.7	0.0	12.5	-7.0	-12.4	3.6	-6.9
CC[C@@H](C)[C@H](NC(=O)CNC(=O)Cc1c(C)c2c(cc(C)c3c(C)coc32)oc1=O)C(=O)O	-1.8	1.6	-0.5	-0.9	11.6	50.6*	-0.9	-2.4	6.7
COc1cccc(C(=O)NC2CCN(CC(=O)Nc3cccc(C)c3C)CC2)c1	-0.1	4.2	1.1	-0.3	-4.1	1.2	6.4	-3.2	0.1
CC(=O)c1c(C)nn(C(=O)c2cccs2)c1C	1.6	-3.7	-2.8	2.8	-3.0	-5.2	8.8	-1.4	6.0
O=C(COC(=O)C1CC1)Nc1ccc2c(c1)OCO2	-1.5	-4.6	67.4*	-0.6	-0.2	-0.3	8.8	-1.1	8.7
CSc1nnc(-c2ccccc2)c(=O)[nH]1	3.7	1.1	1.8	4.7	-5.9	0.3	-4.0	-5.0	-0.1
O=C(COc1cccnc1[N+](=O)[O-])NCCc1ccc(Cl)cc1	0.3	0.5	-2.2	-4.3	-1.6	0.9	4.4	-5.6	-2.0
O=C(O)CC1=C(Nc2ccccc2)C(=O)N(c2ccccc2)C1c1ccc(F)cc1 (configuration not stated)	1.6	-4.0	2.4	-0.6	11.9	-3.2	7.0	2.2	9.8

Already shown: an excerpt of the list.
SMILES	PP5 primary	CTSL1 counter	PAFAH2 FP inh	AHR act	core dimer inh	TPT1 inh	procasp7 counter	PP1 inh	proCasp3 act
CC(=O)c1c(C)nn(C(=O)c2cccs2)c1C	1.6	-3.7	-2.8	2.8	-3.0	-5.2	8.8	-1.4	6.0
O=C(COC(=O)C1CC1)Nc1ccc2c(c1)OCO2	-1.5	-4.6	67.4*	-0.6	-0.2	-0.3	8.8	-1.1	8.7
CSc1nnc(-c2ccccc2)c(=O)[nH]1	3.7	1.1	1.8	4.7	-5.9	0.3	-4.0	-5.0	-0.1
O=C(COc1cccnc1[N+](=O)[O-])NCCc1ccc(Cl)cc1	0.3	0.5	-2.2	-4.3	-1.6	0.9	4.4	-5.6	-2.0
O=C(O)CC1=C(Nc2ccccc2)C(=O)N(c2ccccc2)C1c1ccc(F)cc1 (configuration not stated)	1.6	-4.0	2.4	-0.6	11.9	-3.2	7.0	2.2	9.8

(further entries)
SMILES	PP5 primary	CTSL1 counter	PAFAH2 FP inh	AHR act	core dimer inh	TPT1 inh	procasp7 counter	PP1 inh	proCasp3 act
CCOCc1c(C(=O)NCc2ccccc2CN2CCCC2)oc2ccccc12	0.8	x	-0.1	18.4	x	x	-6.5	-2.2	7.1
Cc1cccc(NC(=O)CN2C(=O)N/C(=C/c3ccc(-c4cccc(C(=O)O)c4C)o3)C2=O)c1	-0.1	5.5	1.4	-0.5	-9.6	1.5	0.5	-0.4	-4.1
Oc1c(Cl)cc(Cl)cc1CNc1ccc(Br)cn1	1.2	5.3	12.9	6.4	2.6	-0.7	7.3	2.9	-4.6
C=CCN1C=C2C(=O)C(C)(OC(=O)c3ccco3)C(=O)C(C=C)=C2C=C1C1CC1 (configuration not stated)	6.3	-0.3	x	1.7	4.4	-4.8	-10.0	4.0	-4.1
NC(=O)c1c(NC(=O)c2ccccc2)sc2c1CCc1ccccc1-2	4.0	-2.4	-0.5	30.6	5.1	-5.7	-0.1	0.0	-3.9
CN(CC(=O)Nc1ccc(F)c(F)c1F)C(=O)C1CCC1	1.5	2.8	5.5	3.1	-0.8	-2.3	10.7	-2.7	6.7
O=C1C=C(c2ccccc2)CC(/C=C/c2ccccc2)C1 (configuration not stated)	0.3	3.9	-6.0	75.2*	13.7	-0.1	-7.7	1.5	4.4
Cc1cc(NC(=O)CSc2nnc(COc3cccc(C)c3C)n2C)no1	4.6	-3.3	1.4	-0.1	-1.8	5.4	-3.5	-5.0	-4.8

Rewritten with two lines to a compound: entries from further up
The line under a structure holds: PP5 primary	CTSL1 counter	PAFAH2 FP inh	AHR act	core dimer inh	TPT1 inh	procasp7 counter	PP1 inh	proCasp3 act
CCOCc1c(C(=O)NCc2ccccc2CN2CCCC2)oc2ccccc12
 : 0.8	x	-0.1	18.4	x	x	-6.5	-2.2	7.1
Oc1c(Cl)cc(Cl)cc1CNc1ccc(Br)cn1
 : 1.2	5.3	12.9	6.4	2.6	-0.7	7.3	2.9	-4.6
Cc1cccc(NC(=O)CN2C(=O)N/C(=C/c3ccc(-c4cccc(C(=O)O)c4C)o3)C2=O)c1
 : -0.1	5.5	1.4	-0.5	-9.6	1.5	0.5	-0.4	-4.1

Additional results.
SMILES	PP5 primary	CTSL1 counter	PAFAH2 FP inh	AHR act	core dimer inh	TPT1 inh	procasp7 counter	PP1 inh	proCasp3 act
CC1(C)OC(c2ccccc2)=C/C(=C/C=Nc2ccccc2)O1	0.5	2.5	-7.4	4.5	2.6	11.4	2.3	2.0	7.2
Cc1ccc(S(=O)(=O)N2CCCCC2)cc1C(=O)NCc1ccncc1	0.5	-1.6	9.2	-0.5	7.5	-3.0	0.5	-1.2	3.0
COc1ccc2c(C)nc(Nc3nc(C)cc(C)n3)nc2c1	1.3	0.9	0.3	108.7*	-0.5	9.2	-3.8	-1.1	3.9
CC(CNC(=S)Nc1cc(F)cc(F)c1)CSc1ccc(Cl)cc1 (configuration not stated)	2.9	0.6	-10.2	2.1	-1.6	-2.2	-5.5	0.5	12.4
COc1ccc(CCOC(=O)CNC(=O)c2ccc(Cl)cc2Cl)cc1	2.1	-0.1	-5.9	-1.4	-4.5	-0.1	8.0	4.3	-2.2
CC(C)C(NC(=O)c1c(F)cccc1F)C(=O)N1CCN(S(=O)(=O)/C=C/c2ccccc2)CC1 (configuration not stated)	1.4	x	1.5	0.1	x	x	-3.5	3.3	4.9
Cn1c(Nc2ccc(Cl)cc2)cc(=O)n(C)c1=O	-1.0	2.5	-0.2	6.6	-4.3	-1.7	2.2	0.9	-2.6
CCOc1ccc(-n2c(C)nc3cc(C(=O)NCCCN4CCOCC4)ccc32)cc1	-1.1	-6.4	1.0	0.2	-3.8	3.0	-8.5	-1.3	-2.6

Next section:
SMILES	PP5 primary	CTSL1 counter	PAFAH2 FP inh	AHR act	core dimer inh	TPT1 inh	procasp7 counter	PP1 inh	proCasp3 act
COC(=O)C(Cc1ccccc1)NC(=O)c1ccc(C)cc1 (configuration not stated)	3.4	-2.6	-4.8	-2.2	4.6	-2.9	5.8	0.1	4.0
CCNC(=S)NNC(=O)c1cccc(Br)c1	1.9	-1.6	-4.9	-1.0	2.5	-2.8	3.9	-2.7	9.9
CC(C)(C)n1nnnc1CN(Cc1ccc(F)cc1)Cc1ccco1	3.4	-3.2	0.2	0.5	6.3	-3.2	7.6	-0.3	5.4
Cc1ccc(C(=O)Nc2ccnc(-c3cccnc3)n2)cc1	2.3	3.2	3.4	4.6	4.0	1.4	-2.3	-4.4	-3.3
